# RMI-FANCM inh: disruptors of RMI1/RMI2 association with MM2 peptide – biochemical, fluorescence polarization, human, primary screen; RMI core complex with F-MM2 peptide; active compounds read low; FP signal (polarization) at 33 µM; actives 0.58% (n = 70,000); AID 1159607, 2016; in the data active = FP signal below about 40; also: inactives centre near 61; strong numbers were not always called active; unit not given here
# The depositor's hits bear a star; & = joins results of further samples. A portion of the library, so the mix of outcomes need not match the whole.
smiles,RMI-FANCM inh
N#CC(C#N)=CNCc1cccs1,55
OC(c1ccccc1)c1nc2ccccc2n1Cc1ccc(Cl)c(Cl)c1 (stereo unspecified),58
Cc1ccc(NC(=O)CC(NCCOCCO)C(=O)O)cc1Cl (stereo unspecified),56
Cc1ccc(NC(=O)NCC(C(C)C)N(C)C)cc1 (stereo unspecified),56
CC(=O)Nc1ccc(NC(=O)CSc2nc(N)c(NC(=O)c3ccccc3)c(=O)[nH]2)cc1,71
CCCOc1ccc(S(=O)(=O)N2CCN(c3ccc(F)cc3)CC2)cc1C,66
CCCCN1Cc2c(n(CC(=O)c3ccccc3)c3cc(-c4ccccc4)nn3c2=O)C1=O,83
COC(=O)C(N=Nc1cccc(S(=O)(=O)N2CCOCC2)c1)=C(C)O,62
COc1ccc(OC)c2sc(N(Cc3ccccc3)C(=O)c3ccn(C)n3)nc12,69
CCCCOc1ccc(S(=O)(=O)NC(C)c2ccccc2)cc1 (stereo unspecified),62
O=C(Nc1ccc(Cl)cc1)c1cnccc1C(F)(F)F,54
Cc1[nH]c(=O)[nH]c(=O)c1CCC(=O)Nc1ccc(S(=O)(=O)N(C)c2ccccc2)cc1,69
COc1ccccc1-c1ccc(N2CCN(C(=O)Nc3cccc(F)c3)CC2)nn1,70
O=C(NC(=S)Nc1ccccc1)c1cncc(C#Cc2ccccc2)c1,47
N#Cc1ccccc1NC(=O)C(=O)NCCc1cn2c(n1)SCC2,54
Cc1nn(-c2ccccc2)c2c1C(c1ccc(OCc3ccccc3)cc1)C1=C(CC(C)(C)CC1=O)N2 (stereo unspecified),59
Cc1cc(SCC(=O)OCc2ccccc2)nc(=O)[nH]1,59
CC(C)CCN1C(=O)C(C)(C)COc2ccc(NC(=O)c3ccco3)cc21,68
O=C(CCCS(=O)(=O)c1ccc(Cl)cc1)Nc1nccs1,52
Cc1c(NC(=O)O/N=C(\N)c2ccccc2)sc2nc(-c3ccc(Cl)cc3)nn12,53
Nc1ccccc1C(=O)NCc1ccccn1,58
O=C(/C=C/c1ccc2c(c1)OCO2)Nc1nnc(Cc2ccccc2)o1,65
Cc1cc(Br)ccc1Nc1ncnc(-n2cccc2)n1,60
CC(=O)c1ccc(OC(=O)c2c(Cl)cccc2Cl)cc1,54
O=C(CSc1nc2scc(-c3cccs3)c2c(=O)n1-c1ccccc1)c1ccc2c(c1)OCCO2,72
FC(F)(F)c1ccc(C2NCCc3sccc32)cc1 (stereo unspecified),55
CCOc1ccc(N2CC(NC(=O)Nc3ccc(OC(F)F)cc3)CC2=O)cc1 (stereo unspecified),63
Cn1c(N)c(NC(=O)c2cccs2)c(=O)[nH]c1=O,67
CCOc1cc(Nc2ccc(NC(=O)Nc3ccc(F)cc3F)cc2)nc(C)n1,55
CCc1nnc2ccc(N3CCN(S(=O)(=O)c4ccc5c(c4)OCCO5)CC3)nn12,67
Cn1c(Sc2cnc(=S)[nH]c2-c2ccc(Cl)cc2)nnc1C(F)(F)F,54
CCNS(=O)(=O)c1ccc(OC)c(C(=O)Nc2cccnc2)c1,58
O=C(ON=C1CCCCC1)c1ccc([N+](=O)[O-])cc1,63
O=S(=O)(NCC(c1ccsc1)N1CCc2ccccc2C1)c1cccc(Cl)c1 (stereo unspecified),68
CCN(CC)c1ccc(NC(=O)CSc2ncc(-c3cccc(Cl)c3)o2)c(C)c1,64
NS(=O)(=O)c1ccc(NC(=O)COc2ccccc2Cl)cc1,68
CC1C/C(=N/OC(=O)Nc2ccc(Cl)cc2)c2cc(Cl)ccc2S1(=O)=O (stereo unspecified),62
CC(=O)N[C@H](Cc1ccc(OC(C)C)cc1)C(=O)O,49
COc1cccc(CSc2nc(CC(=O)Nc3nccs3)cc(=O)[nH]2)c1,47
O=C(CCSc1ccc(Cl)cc1)Nc1cccc2ccccc12,59
O=C(CN1C(=O)CCC1=O)Nc1nc2cc3c(cc2s1)OCO3,73
COc1ccc([N+](=O)[O-])cc1NC(=O)c1c[nH]c(=O)n(-c2ccc(OC)c(OC)c2)c1=O,54
NS(=O)(=O)c1ccc(CCNC(=O)Cn2cnc(-c3ccccc3)cc2=O)cc1,67
Cc1ccc2ncc(C#N)c(Nc3ccc4c(c3)OCCO4)c2c1,64
O=C(Nc1ccc(-n2nncc2C23CC4CC(CC(C4)C2)C3)cc1)c1cc2ccccc2oc1=O,59
O=C(Cn1cnc2c(-c3ccccc3)csc2c1=O)Nc1ccc(Br)cc1F,81
O=C(NCc1cc(-c2ccccc2)on1)c1ccco1,55
O=C(Nc1nc(-c2ccc3c(c2)OCCO3)cs1)c1ccc2ncsc2c1,68
COc1ccc(-c2ccc(N3CCC(C(=O)NCCc4c[nH]c5ccccc45)CC3)nn2)cc1,66
C=CCn1c(SCc2csc(C)n2)nc2scc(-c3ccc(F)cc3)c2c1=O,54

# At a glance, 2 of the compounds above:
smiles,RMI-FANCM inh
FC(F)(F)c1ccc(C2NCCc3sccc32)cc1 (stereo unspecified),55
CCOc1ccc(N2CC(NC(=O)Nc3ccc(OC(F)F)cc3)CC2=O)cc1 (stereo unspecified),63

# The list goes on:
smiles,RMI-FANCM inh
O=C(CN1CCN(Cc2nc(-c3cccs3)cs2)CC1)Nc1ccccc1C(F)(F)F,61
CCOC(=O)c1nn(-c2ccccc2)c(=O)cc1NC(=O)c1ccc(S(=O)(=O)N2CCCC2)cc1,55
COc1cc(Br)cc(C=Nc2ccccc2O)c1O,56
Nc1nnc(-c2cn(-c3ccccc3)nc2-c2ccc(Cl)cc2)o1,48
CCCSc1nnc(CNC(=O)c2c(F)cccc2Cl)n1-c1ccc(Cl)c(Cl)c1,59
O=C(CSc1nncc(=O)[nH]1)Nc1cccc2ccccc12,48
COc1ccc(N2CCN(C(=O)Nc3c(C)noc3C)CC2)cc1,53
O=C(CSc1n[nH]c(-c2cccs2)n1)c1ccc(Cl)cc1,54
C=CCn1c(SCC(C)=O)nnc1-c1oc2nc(-c3ccccc3)cc(-c3ccco3)c2c1N,48
N#Cc1c(NC(=O)CN2CCc3ccccc32)sc2c1CCC2,61
CC(=O)N1CCc2ccc(NS(=O)(=O)c3ccc(F)c(Cl)c3)cc21,66
NC12CC3CC(CC(C3)C1)C2,62&56&68&57
COc1cccc(N2CC(=O)Nc3c(oc4nc(-c5ccccc5)cc(C)c34)C2=O)c1,62
NC(=S)N1CCCCC1,70
COc1ccc(S(=O)(=O)Nc2ccc3c(c2)N(C(=O)C2CCCO2)CC3)cc1 (stereo unspecified),68
COc1ccc(C)c2sc(=NC(=O)C3CCN(S(=O)(=O)c4cccs4)CC3)n(C)c12,55
CNC(=O)Cc1ccc(-n2c(=O)c3ccccc3n(CC(=O)NCc3ccccc3Cl)c2=O)cc1,67
CC(C)(CCl)C(=O)NC1CC(=O)N(c2ccc(F)cc2)C1 (stereo unspecified),64
COC(=O)c1cc(OC)c(OC)cc1NC(=O)c1nccnc1C(=O)O,54
NC(=S)COc1cc(Cl)cc(Cl)c1,62
CSC(SC)=C(C#N)c1ccccc1,63
O=C(Nc1cccc(C(F)(F)F)c1)C(=O)N1CCN(c2ccccc2F)CC1,51
OC[C@H]1O[C@@H](O[C@@H]2[C@@H](CO)O[C@](O)(CO)[C@H]2O)[C@H](O)[C@@H](O)[C@H]1O,65
CN(C)/C=C/C(=O)C(c1ccccc1)c1ccccc1,54
CS(=O)(=O)N1CCN(C(=O)c2csc(Nc3ccc(OC(F)F)cc3)n2)CC1,62
O=C(O)c1nccnc1C(=O)Nc1cccc2c1CCCC2,62
Cn1c(SCC(=O)N2c3ccccc3Sc3ccccc32)nnc1-c1ccncc1,59&53
Cc1ccc(-c2noc(-c3cccn(CC(=O)Nc4cc(C(F)(F)F)ccc4Cl)c3=O)n2)cc1,150
COc1cccc(C(=O)N(CN2CCCC2=O)c2ccc(C)cc2)c1,63
Cc1cccc2sc(N(Cc3ccccn3)C(=O)C3CCCN(S(C)(=O)=O)C3)nc12 (stereo unspecified),65
Cc1sc(NC(=O)CN2CCCCCC2)c(C#N)c1C,68
CCOC(=O)c1c(C)c(C(=O)Nc2ccc(C)cc2C)c(C)n1C,60
Cc1ccc(N2CC(C(=O)NCCOc3cc(N4CCOCC4)ncn3)CC2=O)cc1C (stereo unspecified),59
CCN(CC)CCNc1nc2cc(C)cc(C)c2s1,79
O=C(Cn1cnc(-c2ccc(F)cc2)cc1=O)c1ccc(Cl)cc1,76
CC(=O)N1CCc2ccc(NC(=O)c3ccco3)cc2C1,71
O=C(CSc1nnc(CNC(=O)c2ccc(S(=O)(=O)N3CCCCC3)cc2)n1-c1ccccc1)Nc1nccs1,83
C#CCn1c(=NC(=O)/C=C/c2cccs2)sc2cc(Br)ccc21,62
CCOC(=O)C1=C(N)Oc2c(c(=O)[nH]c3ccc(OC)cc23)C1c1ccccc1 (stereo unspecified),56
CC1CCN(C(=O)Cn2cc(S(=O)(=O)CC(=O)Nc3ccccc3C(F)(F)F)c3ccccc32)CC1,59
O=C(Nc1ccc2c(c1)CN(C(=O)c1ccco1)CC2)c1cc2ccccc2oc1=O,70
COc1ccc(OC)c(S(=O)(=O)N2CCN(c3cnccn3)CC2)c1,63
N=C(N)SCCN1C(=O)c2ccccc2C1=O,55
CC(=O)Nc1ccc(S(=O)(=O)N2CCN(CCOc3ccccc3)CC2)cc1,59&57
O=C1CCCN2N=C(SCc3ccc([N+](=O)[O-])cc3)SC2=N1,58
Cc1ccccc1NC(=O)NCCNC(=O)c1ccc(NC(=O)C(C)(C)C)cc1,70
CCc1nnc(-c2cc3ccccc3n2Cc2c(F)cccc2Cl)o1,57
C(/C=C/c1ccccc1)=C\c1ccccc1,63
Cc1nc2c(-c3ccccc3)c(C)[nH]n2c(=O)c1Cc1ccccc1,66
Cc1ccccc1/[N+]([O-])=C/c1ccc(OC(F)F)cc1,61

# Following part.
smiles,RMI-FANCM inh
Cc1cc(C(=O)Nc2ncc(Cc3ccc(F)cc3)s2)c(C)o1,67
COc1ccccc1C1CCN(C(=O)C2CCCCC2)CC1,51
Cc1nc2ccc(NC(=O)Nc3ccc(OC(F)(F)F)cc3)cc2c(=O)n1-c1ccccc1,119
COc1ccc2nc(N(CCN3CCOCC3)C(=O)c3ccc4c(c3)OCCO4)sc2c1,52
O=C(c1ccccc1)c1cccc2c1NCC2,59
C[C@H](O)C(=O)Nc1c(I)c(C(=O)NC(CO)CO)c(I)c(C(=O)NC(CO)CO)c1I,52
Cn1c(-c2ncc(C(F)(F)F)cc2Cl)n[nH]c1=S,54
COc1ccc(-c2cc3ccc(O)c(CN4CCCC(C)C4)c3oc2=O)c(OC)c1 (stereo unspecified),54
O=S(=O)(NCC(c1ccsc1)N1CCCCCC1)c1cccs1 (stereo unspecified),64
Cc1ccc(S(=O)(=O)NC(=O)Nc2ncccc2OCc2ccc(Cl)c(Cl)c2)cc1,62
O=C1C=CC(=O)N1c1cccc(SC(F)(F)C(F)(F)C(F)(F)F)c1,64
COc1cc(C(O)C(=O)O)ccc1O (stereo unspecified),53
COc1ccc(NC(=O)CSc2nccn2Cc2ccc(F)cc2)cc1,70
CC(C)(C)c1ccc(C(=O)N2CCC(C(=O)c3ccccc3)CC2)cc1,62
O=C(Nc1nc(CCC(=O)N2CCCCC2)cs1)NC1CCCCC1,63
COc1ccc(CCNC(=O)c2ccc(-c3ccc([N+](=O)[O-])cc3)o2)cc1OC,59
COc1ccc2c(c1)c(CC(=O)O)c(C)n2Cc1ccc(Cl)cc1,55
O=C(Nc1ccc(N2CCCCS2(=O)=O)cc1)c1ccc(Br)o1,53
CCOc1ccc(NC(=O)/C(C#N)=C/c2ccc(-c3ccccc3)o2)cc1,59
Cc1cc(C)c2sc(N(CCCN(C)C)C(=O)c3ccno3)nc2c1,82
COc1ccc(Cl)cc1C(=O)N1CCC2(CC1)CC(=O)c1ccccc1O2,51
O=C(NCc1cccs1)c1ccc(CSc2nc(-c3ccc(Cl)cc3)cs2)o1,101
O=C(NCc1ccco1)NC1CC(=O)N(c2ccc(Cl)cc2)C1 (stereo unspecified),60
COc1ccc(CN(CC(=O)NC2CCCC2)S(=O)(=O)c2cccnc2)cc1,73
NC(=O)c1ccc[n+](CC(=O)c2ccc3c(c2)Cc2ccccc2-3)c1,71

# Reformatted: results already given.
RMI-FANCM inh | Molecule
53 | COc1cc(C(O)C(=O)O)ccc1O (stereo unspecified)
70 | COc1ccc(NC(=O)CSc2nccn2Cc2ccc(F)cc2)cc1
62 | CC(C)(C)c1ccc(C(=O)N2CCC(C(=O)c3ccccc3)CC2)cc1
63 | O=C(Nc1nc(CCC(=O)N2CCCCC2)cs1)NC1CCCCC1

# The results go on:
smiles,RMI-FANCM inh
CCc1ccccc1NC(=O)NCCNC(=O)c1ccc(NC(=O)C2CC2)cc1,67
O=C1CC(Sc2nc3ccccc3o2)C(=O)N1c1cccc(C(F)(F)F)c1 (stereo unspecified),62
Cc1noc2[nH]cnc(=S)c12,56
O=C(Cn1ncn2nc(-c3ccc(Cl)cc3)cc2c1=O)Nc1ccc2c(c1)OCO2,144
C=C=Cn1c(C2CC(=O)N(c3ccc(CC)cc3)C2)nc2ccccc21 (stereo unspecified),50
COc1ccc(Oc2ccc([N+](=O)[O-])cc2-c2nc(-c3ccccn3)no2)cc1,59
COc1nn(C)cc1C(=O)N1CCCC1,55
Nc1ccccc1Sc1ccc(C(F)(F)F)cc1[N+](=O)[O-],39
Cc1csc(NC(=O)Cc2cn(C)c3ccccc23)n1,67
CC(C)S(=O)(=O)Nc1ccc2c(c1)N(C(=O)c1cccs1)CC2,68

# Single entries from the entries so far.
# Result for `Cc1noc2[nH]cnc(=S)c12` in RMI-FANCM inh: 56
# Result for `O=C1CC(Sc2nc3ccccc3o2)C(=O)N1c1cccc(C(F)(F)F)c1` (stereo unspecified) in RMI-FANCM inh: 62
# Result for `CC(C)S(=O)(=O)Nc1ccc2c(c1)N(C(=O)c1cccs1)CC2` in RMI-FANCM inh: 68
# Result for `Cc1csc(NC(=O)Cc2cn(C)c3ccccc23)n1` in RMI-FANCM inh: 67

# Screening results as filed in PubChem.
